Bioassay records (PubChem)
FLuc counter = firefly luciferase modulation, counter-screen for miR-21 project; P08659; purified FLuc, Km substrates, luminescence inhibition; Potency, µM (top dose mostly 57.5 µM), without a hit: at the highest dose activity change, negative = inhibition, usual class: inhibitors; 6.9% of 360,000 active; AID 588342;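 also: potency is read from the fitted curve at half-maximal effect; plate controls were vehicle for no effect and reference inhibitor for full effect; nearly all actives have a fitted effect of over 55% in size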
Target sequence (P08659 whole entry, looked up): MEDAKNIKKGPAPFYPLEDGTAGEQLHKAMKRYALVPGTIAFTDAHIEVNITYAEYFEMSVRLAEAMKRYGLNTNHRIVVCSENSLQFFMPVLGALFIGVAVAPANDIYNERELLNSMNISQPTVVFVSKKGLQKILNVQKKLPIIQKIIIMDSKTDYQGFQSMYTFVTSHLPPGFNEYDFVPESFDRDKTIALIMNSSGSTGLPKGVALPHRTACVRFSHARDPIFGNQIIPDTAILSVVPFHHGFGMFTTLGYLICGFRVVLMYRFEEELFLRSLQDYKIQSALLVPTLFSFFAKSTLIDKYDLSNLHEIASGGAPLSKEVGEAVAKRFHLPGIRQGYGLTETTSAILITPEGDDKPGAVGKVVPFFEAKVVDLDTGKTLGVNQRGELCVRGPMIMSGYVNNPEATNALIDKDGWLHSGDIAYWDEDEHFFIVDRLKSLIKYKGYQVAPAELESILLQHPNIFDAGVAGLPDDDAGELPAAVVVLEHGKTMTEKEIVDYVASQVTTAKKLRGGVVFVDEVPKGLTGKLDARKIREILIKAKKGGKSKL
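Biochemical qHTS of compounds, final roughly 60 µM downward over six points, against 10 nM purified firefly luciferase using Km concentrations of substrates (10 uM D-luciferin, 10 uM ATP) in Tris acetate pH 7.5 buffer; luminescence output.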
Menin-MLL TR inh = displaces Texas Red mutant MLL peptide from human menin | Menin + Texas Red MLL mutant peptide, fluorescence polarization | 0.23% of 270,000 active | Potency, µM (highest dose often 61.6 µM), without a hit: at the highest dose FP activity change, negative = inhibition, actives largely listed as inhibitors; active = well fitted inhibition curve with a large enough effect in the polarisation, with a control signal flat, not every such curve was filed as active; inconclusive = small, poorly fitted or top-dose-only effect, or effect the other way, or a change in a side signal; inactive = no such curve, though single readings can be large or run the other way; the % refers to the polarisation; also: potency is read from the fitted curve at half-maximal effect; % of control where 0% means no effect; many of its hits are not listed in these tables
NPC1 promoter act = activators of NPC1 promoter; Huh7 NPC1 promoter luciferase reporter, 24 h; Potency, µM (series often up to 9.22 µM), for inactives: at the top dose activation, most hits filed as activators; 2.4% of 320,000 active; AID 485313;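 also: potency is read from the fitted curve at half-maximal effect; % of control where 0% means no effect; nearly all actives have a fitted effect of over 60% in size; reporter is driven by a mutant NPC1 promoter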
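Cells: Huh7 expressing luciferase under the NPC1 promoter, 1500/well. Seeded 2 h, compound added, incubated 24 h at 37 °C. Luciferase reagent, 10 min ambient, then luminescence.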
RORg inh = blocks mouse ROR gamma transcriptional activity; 5.4% of 310,000 active; Potency, µM (top dose mostly 53.6 µM), for inactives: at the top dose activity change, negative = inhibition, usual class: inhibitors; Drosophila S2 Gal4-RORgamma UAS-luciferase reporter, 20 h; also: potency is read from the fitted curve at half-maximal effect; % is scaled to controls: 0 for no effect and ±100 for the full control effect; nearly all actives have a fitted effect of over 60% in size
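ROR gamma transcriptional activity was tracked as Gal4-UAS luciferase output in stably transfected Drosophila Schneider cells, with compound added 1 hr before 700 uM copper sulfate induction and a 20 hr ambient-temperature incubation.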
Gal4-VP16 FLuc = counter-screen for ROR gamma inhibitors: Gal4-VP16 reporter. Drosophila S2 Gal4-VP16 UAS-luciferase, luminescence, 20 h. Potency, µM (titrated, usually from 53.6 µM), for inactives: at the top dose activity, negative = inhibition, hits mostly inhibitors. 3.5% of 310,000 active. AID 2546;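 also: Gal4-VP16 expression switched on by copper sulfate through the metallothionein promoter; potency is read from the fitted curve at half-maximal effect; % is scaled to controls: 0 for no effect and ±100 for the full control effect; nearly all actives have a fitted effect of over 50% in size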
ELG1 genotoxic = induces genotoxicity in HEK293T cells with luciferase-tagged ELG1; HEK293T ELG1-luciferase reporter, luminescence, 16 h; Potency, µM (top dose mostly 46 µM), inactives show at the highest dose activity change, positive = activation, actives largely listed as activators; 1.3% of 330,000 active; AID 504466; also: potency is read from the fitted curve at half-maximal effect; % of control where 0% means no effect; nearly all actives have a fitted effect of over 60% in size
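Reporter readout depends on ELG1 protein level, which increases with genetic stress. After 16 hr compound exposure at 37 °C, luciferase activity was quantified using ONE-Glo.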
BRCA1 expr up = increases BRCA1 expression | Potency, µM (titrated, usually from 46.1 µM), for inactives: top-dose activation, hits mostly activators | 1.1% of 380,000 active | MCF7-BRCA1-FFLuc reporter, luminescence, 48 h; response scale: scaled: vehicle 0%, 10 µM genistein 100% | AID 624202; also: potency is read from the fitted curve at half-maximal effect; nearly all actives have a fitted effect of over 80% in size; some results filed as inactive show a strong effect at the top dose
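Activators of BRCA1 expression were detected as increased firefly luciferase luminescence in engineered MCF7 cells after 48 h compound incubation. Signals were scaled to genistein 10 microM as full activation.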
PKM2 activator = PKM2 (human) enzyme activation | purified PKM2, Kinase-Glo ATP luminescence, activation; response scale: 0% is enzyme alone, no compound | P14618 | AID 1631 | Potency, µM (titrated, usually from 57.5 µM), without a hit: at the highest dose activation, usual class: activators | 0.34% of 260,000 active; also: potency is read from the fitted curve at half-maximal effect; % is scaled to controls: 0 for no effect and ±100 for the full control effect; nearly all actives have a fitted effect of over 55% in size
Target sequence (P14618 whole entry, looked up): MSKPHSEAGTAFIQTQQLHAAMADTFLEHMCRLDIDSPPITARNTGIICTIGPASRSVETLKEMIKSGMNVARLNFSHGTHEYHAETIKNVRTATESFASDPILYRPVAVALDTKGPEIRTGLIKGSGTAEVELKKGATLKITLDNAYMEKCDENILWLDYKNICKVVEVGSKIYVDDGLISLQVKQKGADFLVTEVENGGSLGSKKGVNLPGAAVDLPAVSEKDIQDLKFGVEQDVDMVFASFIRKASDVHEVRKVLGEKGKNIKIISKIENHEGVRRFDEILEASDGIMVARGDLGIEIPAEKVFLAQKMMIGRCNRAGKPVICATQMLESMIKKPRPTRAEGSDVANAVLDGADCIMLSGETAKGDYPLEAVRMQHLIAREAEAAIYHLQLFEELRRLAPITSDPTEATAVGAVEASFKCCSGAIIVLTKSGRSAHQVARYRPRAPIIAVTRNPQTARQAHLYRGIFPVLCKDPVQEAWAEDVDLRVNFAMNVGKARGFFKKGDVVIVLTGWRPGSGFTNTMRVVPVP
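Purified hPK-M2 (>95%) run at intermediate activity with 0.1 mM ADP and 0.5 mM PEP in 50 mM imidazole pH 7.2, KCl, MgCl2; 1 h room temperature. ATP formed read by Kinase-Glo luminescence; normalized to uninhibited and no-enzyme controls.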
Giardia kill = kills Giardia lamblia; activity change, % at 7.66 µM, hits read low; Giardia lamblia trophozoite viability; AID 540267; 0.15% of 340,000 active; in the data active = activity change below about -80%; inconclusive = between about -30% and that limit;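 also: parasites exposed to compound for two days anaerobically before the ATP read; % is scaled to controls: 0 for no effect and ±100 for the full control effect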
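Trophozoite viability was measured as ATP-dependent luminescence, read 15-30 min after reagent addition. Before that, parasites at 100 cells/well were exposed to compounds for 48 h, anaerobically, at 37 deg C.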
Rab9 promoter act = activators of Rab9 promoter; Potency, µM (doses to about 9.22 µM), inactives show at the highest dose activation, negative = inhibition, usual class: activators; 2.8% of 320,000 active; Huh7 Rab9 promoter-luciferase reporter, luminescence, 24 h; also: potency is read from the fitted curve at half-maximal effect; % of control where 0% means no effect; nearly all actives have a fitted effect of over 60% in size
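Quantitative HTS format; Huh7 Rab9-luciferase reporter cells (1500/well) receive compound 2 h post-plating, incubate 24 h at 37 °C, then get luciferase reagent for 10 min before luminescence reading.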
p53 reactivator = re-activators of mutant p53 | H1299 p53-A138V BP100-luciferase reporter, luminescence, 24 h | Potency, µM (doses to about 92.2 µM), inactives show top-dose activity change, positive = activation, most hits filed as activators | 0.063% of 320,000 active | AID 504706; also: potency is read from the fitted curve at half-maximal effect; % of control where 0% means no effect; nearly all actives have a fitted effect of over 45% in size
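H1299 (p53-null), stable ts p53-A138V + BP100-Luc; 1000 cells/well, Opti-MEM/10% FBS; cpd 4 pt, 1:5; 24 h, 37 deg C, 5% CO2; detection reagent 10 min RT; luminescence.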
An asterisk follows results filed as active; ? = inconclusive; . = not tested or not shown; [ ] = remark or other dose. Unless noted, calls follow the shape of the dose curve; as a rule, active = well fitted curve in the direction sought with a large enough effect; inconclusive = small, poorly fitted or top-dose-only effect, or another doubt; inactive = no such curve, though single readings can be large; an effect the other way counts as inactive or inconclusive. Only part of the results is shown. The share of hits here may be higher or lower than overall.

structure	FLuc counter	Menin-MLL TR inh	NPC1 promoter act	RORg inh	Gal4-VP16 FLuc	ELG1 genotoxic	BRCA1 expr up	PKM2 activator	Giardia kill	Rab9 promoter act	p53 reactivator
COCCN(C(=S)Nc1cccc(C)c1C)C(C)c1ccco1 (stereo not drawn)	-5.2%	-10.0%	-3.8%	11.2µM*	?	-2.3%	-8.9%	1.5%	32.0[activator]	10.4%	5.7%
COc1ccccc1Nc1nc(N)nc(CSc2nncn2C)n1	-5.1%	-2.6%	-1.5%	-8.7%	-12.1%	1.8%	2.6%	0.5%	-1.1	1.7%	14.3%
O=C(c1ccccc1)c1cccc(NC(=O)c2ccco2)c1	26.9µM*	14.7%	25.3%	41.3%	-5.4%	?	11.2µM*	-2.8%	-3.8	3.98µM*	?
Nc1ccccc1Nc1cc(-c2ccccc2)nn1-c1cccc(Cl)c1	-14.3%	?	2.8%	-24.7%	-9.9%	1.0%	-55.5%	-5.9%	13.0	-2.4%	-3.7%
COc1ccc(S(=O)(=O)N2CCN(C)CC2)cc1	-0.7%	-21.3%	2.3%	-3.9%	-2.8%	-1.2%	1.2%	11.1%	5.8	4.0%	.
CC(C)(C)C(=O)Cn1c(=O)n(-c2ccc(F)cc2F)c(=O)c2sccc21	-4.9%	2.1%	-1.4%	22.6%	-9.3%	1.3%	-3.6%	-3.6%	?	-3.4%	-5.1%
CCCc1ccc(Oc2cc(NN3CCCCC3)c([N+](=O)[O-])cc2[N+](=O)[O-])cc1	-0.4%	-15.4%	-4.1%	37.0%	-7.0%	3.2%	0.0%	-5.5%	-8.3	-1.7%	.
Cc1ccc(NC(=O)CS(=O)CC(=O)N2CCN(C3CCCC3)CC2)cc1 (stereo not drawn)	0.1%	22.1%	0.0%	-0.4%	-2.4%	0.0%	4.4%	.	-15.1	-0.7%	0.6%
CCCC(=O)C1=C(O)C(C(=O)OC)C(C)(C)CC1=Nc1ccc(N)cc1 (stereo not drawn)	2.9%	2.8%	-1.5%	-10.7%	-3.8%	-0.4%	-15.7%	-1.2%	6.8	11.1%	4.2%
CN(C(=O)c1nc(-c2ccccc2)n(-c2ccccc2)n1)C1CCS(=O)(=O)C1 (stereo not drawn)	-0.1%	9.7%	-9.6%	?	-2.1%	1.2%	0.0%	0.9%	1.5	2.5%	-1.6%
CC1CCCCN1S(=O)(=O)c1cccc2cccnc12 (stereo not drawn)	0.4%	1.8%[11.7 µM]	4.7%	19.4%	12.6%	-3.8%	0.0%	-1.0%	-1.2	4.9%	-8.1%
O=C(NCc1ccc(F)cc1)c1c(O)c2cccc3c2n(c1=O)CCC3	3.2%	-8.6%	13.6%	2.4%	-3.0%	0.3%	-2.0%	3.1%	3.8	-7.0%	-4.1%
COc1ccc2ccc(Oc3ncccn3)cc2c1	-24.1%	-15.1%	8.7%	34.5%	19.4%	15.2%	68.0%	0.1%	32.6[activator]	?	10.2%
FC(F)(F)c1cccc(CNC2c3ccccc3-c3ccccc32)c1	1.4%	?	1.5%	13.7%	3.0%	-5.2%	-24.5%	.	-12.5	-2.4%	2.2%
O=C(CSc1nc2cc(Cl)ccc2s1)c1ccco1	?	?	?	-22.0%	?	17.6%	-61.4%	1.2%	10.3	?	?
CCC(CC)C(=O)Nc1ccc(C(=O)Nc2cc(C)on2)cc1	-0.4%	0.4%	5.3%	21.8%	-4.4%[10 µM]	-12.1%	-28.2%	12.5%	11.3	-1.6%	0.8%
Cc1ccc2c(c1)cc(CN(Cc1cccnc1)C(=O)c1ccccc1)c1nnnn12	-0.1%	-5.9%	0.2%	8.3%	-5.2%	-9.6%	3.4%	-2.0%	-6.0	0.8%	-2.6%
CS(=O)(=O)Nn1cnc2ccccc2c1=O	6.4%[2.3 µM]	14.6%	0.1%	-36.7%	?	-0.4%	-1.9%	4.9%	1.2	0.7%	-2.3%
COc1ccc2nc(C)cc(N3CCOCC3)c2c1	1.5%	0.7%	-0.1%	34.1%	-0.5%	-17.5%	8.4%	14.5%	-1.7	1.1%	-19.2%
Fc1ccc(Oc2nnnn2-c2ccccc2)cc1	-0.5%	-6.9%	-8.5%	18.8%	0.4%	7.6%	-0.9%	-5.0%	7.8	-13.4%	-2.3%
O=C(/C=C/c1ccccc1)NC1CCSC1=O (stereo not drawn)	?	2.5%	24.8%	9.7%	-7.3%	12.2%	84.1%	-0.4%	-10.1	21.3%	?
COc1ccccc1CNCC(=O)Nc1cc(S(=O)(=O)N2CCOCC2)ccc1Cl	-1.2%	.	-2.5%	.	.	-7.2%	-31.6%	.	-13.1	-6.2%	-16.7%
N#Cc1ccc(NC(=O)CSc2n[nH]c(=O)n2C2CC2)cc1	2.0%	.	-0.7%	.	.	-2.7%	0.1%	.	10.7	-0.5%	0.8%
CC1(CCc2ccccc2)NC(=O)N(CC(=O)Nc2ccc(S(N)(=O)=O)cc2)C1=O (stereo not drawn)	-2.6%	6.7%	-2.3%	-1.5%	8.4%	2.1%	-1.4%	-0.7%	1.5	0.4%	-0.7%
OC(CNCc1ccncc1)c1ccccc1 (stereo not drawn)	-0.3%	-0.5%	1.5%	-27.3%	5.9%	0.4%	3.5%	0.6%	15.0	-1.3%	.
O=C(c1ccco1)N1CCN(C(=S)NCc2ccc(F)cc2)CC1	1.8%	-27.0%	-5.6%	14.4%	18.6%	2.6%	-3.7%	-4.3%	12.7	-4.1%	-0.1%
CCOC(=O)c1sc(NC(=O)CCN2CCOCC2)c(C(=O)OCC)c1C	0.3%	-5.3%	7.2%	-25.6%	10.6%	0.8%	-4.7%	-7.4%	20.1	11.7%	-0.1%
CC(=O)C1C(c2ccc(Br)cc2)c2c(noc2C)CC1(C)O (stereo not drawn)	0.0%	.	-1.1%	2.0%	3.8%	-0.4%	-13.9%	-0.6%	-9.0	-4.4%	-1.8%
Clc1ccc(COn2c(-c3ccc(Cl)cc3)nc3ccccc32)cc1	?	?	-3.6%	11.2µM*	21.2%	-1.9%	-18.1%	-3.4%	2.6	4.2%	5.4%
Cc1ccc(S(=O)(=O)Nc2cccc(C(=O)N3CCCC3)c2)cc1F	3.3%	.	-2.1%	.	.	2.7%	5.0%	.	3.7	-0.9%	-0.6%
CCOCCCNC(=O)C(NC(=O)CNC(C)=O)c1ccc(Cl)cc1 (stereo not drawn)	2.0%	3.4%	-0.9%	-22.5%	-5.8%	-0.7%	-3.7%	0.6%	21.4	0.5%	-1.1%
Cc1ccsc1CN1CCC(C(=O)NCc2ccccc2Cl)CC1	1.2%	-19.6%	5.3%	-0.2%	-8.4%	-1.3%	-14.7%	-12.5%	27.6	-1.3%	-19.9%
CNC(=O)c1c(Cl)cnn1-c1ccccc1	-4.0%	-0.4%	-1.4%	28.3%	29.6%	7.4%	26.7%	1.7%	-3.9	27.5%	0.7%
O=C(O)CCCCCNC(=O)CSc1nnc(-c2ccco2)n1-c1ccccc1	1.3%	?	-3.9%	-10.1%	-10.2%	0.9%	-1.3%	-5.9%	-19.1	2.0%	-4.9%
CCOC(=O)c1cnc(-n2nc(C)cc2C)nc1NC	?	-4.2%	?	1.58µM*	5.62µM*	2.8%	38.9%	-0.3%	-25.2	28.4%	14.9%
CCN=C1SC(CC(=O)NCCc2ccc(OC)c(OC)c2)C(=O)N1CC (stereo not drawn)	4.2%	-10.5%	1.4%	-6.4%	0.7%	1.5%	-4.9%	-7.7%	1.1	8.8%	0.4%
Cc1c(CC(=O)N2CCC(C(=O)O)CC2)c(=O)oc2cc3c(cc12)CCC1(CCCCC1)O3	12µM*	3.0%	-3.2%	1.2%	-4.0%	8.3%	15.0%	2.9%	10.5	2.8%	.
Cc1cccc2c3nc4ccccc4nc3n(CCCN3C(=O)c4ccccc4C3=O)c12	0.1%	-0.2%	-6.9%	1.3%	3.2%	-6.3%	10.1%	5.3%	-10.1	-9.3%	0.2%
O=C(CSc1nc2ccccc2[nH]1)Nc1ccccc1N1CCOCC1	-2.4%	0.8%	-2.8%	3.5%	-6.1%	-4.9%	0.0%	-0.3%	5.8	-4.6%	-0.6%
CCCC(=O)OCCn1c(Br)nc2c1c(=O)[nH]c(=O)n2C	-1.8%	-0.1%	-1.0%	39.7%	2.3%	0.9%	5.2%	-13.0%	-13.7	-0.1%	-0.4%
CCCCCC(=O)Nc1ccc(C(=O)COC(=O)c2ccccn2)cc1	0.8%	.	1.1%	.	.	28.4%	17.5%	.	-0.1	-4.4%	16.0%
COc1ccc2[nH]c(=O)c(CN(c3ccc(C)c(C)c3)S(C)(=O)=O)cc2c1	2.5%	-9.5%	-6.4%	43.3%	4.0%	-3.3%	2.8%	-0.6%	0.2	-1.0%	-0.5%
